# Screening results from PubChem BioAssay.
# TLR9-MyD88 block: TLR9-MyD88 interaction inhibition | Q9NR96+Q99836 | CHO BLA complementation TLR9-MyD88, CCF4 FRET ratio | inhibition, % at 4.98 µM | hit rate 0.21% among 340,000 | AID 504734;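 active = inhibition above the mean over all tested compounds plus 3 SD, cut at about 21% in these data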;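 also: 0% = DMSO only wells and 100% = clavulanate BLA inhibitor control wells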
# TRAIL sens C8: caspase-8 TRAIL sensitization. NB7+C8 cells + TRAIL, ATPlite viability luminescence. inhibition (viability loss, TRAIL sensitization), % at 10 µM. hit rate 1% among 360,000. AID 624354;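 active = compounds causing at least 50% loss of cell viability in the single-dose screen, relative to plate controls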
# EBV LMP1 NFkB: reduces LMP1-driven NF-kappaB luciferase signal. hit rate 0.69% among 350,000. LMP1-induced NF-kappaB luciferase reporter cells, luminescence. inhibition, % at 12.5 µM; in the data active = inhibition above about 41%;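 also: 0% = neutral control wells and 100% = reference inhibitor control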
# LRH-1 inv ag: inverse agonists of human LRH-1 (NR5A2) | hit rate 0.13% among 360,000 | inhibition, % at 3.6 µM | HEK293T StAR-luciferase reporter, LRH-1 transfected, 24 h;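 active = inhibition above the mean inhibition of all tested compounds plus 3 SD, cut at about 73% in these data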;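 also: 0% = DMSO wells and 100% = reporter-only cells lacking LRH-1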
# TROY signal inh: TROY signaling inhibition. inhibition, % at 10 µM. Q293 LMP1-TROYcd NF-kB luciferase reporter, 4 h. hit rate 0.98% among 360,000;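 active = compounds whose plate-normalised and pattern-corrected inhibition of the luciferase reporter signal at the single screening dose is 50% or more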
# SRC1 inh: human NCOA1 inhibition. Q15788. HEK293 GAL4-SRC1 luciferase reporter, luminescence. inhibition, % at 3.6 µM. hit rate 0.12% among 360,000. AID 588354;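 active = inhibition above the campaign mean plus 3 SD, with each screening campaign given its own cutoff, cut at about 60% in these data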;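 also: 0% = DMSO treated cells and 100% = gossypol at 36 µM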
# NOD2 RIPK2 PPI: inhibitors of human NOD2-RIPK2 interaction. AID 624267. CHO BLA complementation NOD2-RIPK2, CCF4 ratio. O43353. inhibition, % at 4.98 µM. hit rate 0.38% among 360,000; in the data active = inhibition above about 21%;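 also: 0% = vehicle only and 100% = reference blocker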
# Target sequence (O43353 whole entry, looked up): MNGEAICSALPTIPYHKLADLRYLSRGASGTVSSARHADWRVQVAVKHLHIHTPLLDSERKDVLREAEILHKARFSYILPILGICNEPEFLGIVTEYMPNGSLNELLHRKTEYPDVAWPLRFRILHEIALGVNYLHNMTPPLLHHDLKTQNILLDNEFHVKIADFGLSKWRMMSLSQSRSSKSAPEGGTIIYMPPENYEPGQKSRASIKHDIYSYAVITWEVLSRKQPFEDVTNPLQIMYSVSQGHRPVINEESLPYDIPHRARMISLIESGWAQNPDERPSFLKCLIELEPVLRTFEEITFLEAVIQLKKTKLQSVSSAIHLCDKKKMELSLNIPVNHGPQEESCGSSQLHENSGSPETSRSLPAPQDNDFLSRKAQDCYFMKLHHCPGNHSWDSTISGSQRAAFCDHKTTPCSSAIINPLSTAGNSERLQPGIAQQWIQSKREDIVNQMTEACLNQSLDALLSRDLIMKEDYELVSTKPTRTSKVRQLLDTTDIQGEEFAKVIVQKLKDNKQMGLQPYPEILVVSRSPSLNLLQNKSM
# NCOA2 inhibitor: inhibits human steroid receptor coactivator 2; hit rate 0.17% among 370,000; HEK293 GAL4-SRC2 luciferase reporter, luminescence; inhibition, % at 9 µM; AID 651957; Q15596;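 active = inhibition above the mean inhibition of all tested compounds plus 3 SD, set per campaign, cut at about 52% in these data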;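 also: 0% = DMSO treated cells and 100% = cells given Gossypol at 36 µM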
# TWEAK Fn14 block: inhibitors of TWEAK-Fn14 interaction signaling | TWEAK-stimulated Fn14 reporter cells, luciferase luminescence, 8 h | inhibition, % at 10 µM | hit rate 2% among 360,000 | AID 1159606; in the data active = inhibition above about 50%
# COUP-TFII inh: inhibitors of human COUP-TFII (NR2F2); AID 686940; HEK293T NGFI-A luciferase reporter, luminescence; P24468; inhibition, % at 8.6 µM; hit rate 0.7% among 370,000;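 active = inhibition above a per-plate cutoff, mean inhibition of test wells between control levels plus 3 SD, cut at about 38% in these data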;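 also: cells cotransfected with COUP-TFII expression vector driving the NGFI-A reporter; 0% = median of COUP-TF2 test wells and 100% = reporter-only cells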
# Target sequence (P24468 whole entry, looked up): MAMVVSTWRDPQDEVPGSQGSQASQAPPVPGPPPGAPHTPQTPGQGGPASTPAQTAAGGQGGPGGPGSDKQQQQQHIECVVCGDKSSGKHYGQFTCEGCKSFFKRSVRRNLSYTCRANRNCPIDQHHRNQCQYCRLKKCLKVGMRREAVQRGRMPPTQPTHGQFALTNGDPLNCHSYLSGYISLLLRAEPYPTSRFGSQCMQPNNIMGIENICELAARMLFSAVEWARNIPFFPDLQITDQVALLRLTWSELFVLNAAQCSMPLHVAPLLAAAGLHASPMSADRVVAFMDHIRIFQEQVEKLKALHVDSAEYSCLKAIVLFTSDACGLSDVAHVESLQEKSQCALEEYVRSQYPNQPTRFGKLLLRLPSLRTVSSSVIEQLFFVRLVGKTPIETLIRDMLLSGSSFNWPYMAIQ
# SRC3 inh: human NCOA3 inhibition; hit rate 0.17% among 360,000; AID 588352; inhibition, % at 3.6 µM; HEK293 GAL4-SRC3 luciferase reporter, luminescence;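 active = inhibition above a per-campaign cutoff, the mean of all compounds plus 3 SD, cut at about 60% in these data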;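 also: 0% = DMSO-treated cells and 100% = gossypol-treated cells at 36 µM; higher means less SRC3-driven luciferase light from the GAL4 reporter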
# * hit, by the source's call; . = not tested or not shown. Only part of the results is shown; the hit share may differ from the screen's.
SMILES,TLR9-MyD88 block,TRAIL sens C8,EBV LMP1 NFkB,LRH-1 inv ag,TROY signal inh,SRC1 inh,NOD2 RIPK2 PPI,NCOA2 inhibitor,TWEAK Fn14 block,COUP-TFII inh,SRC3 inh
CCOc1ccc(C(=O)NCC(=O)NCC(c2ccco2)N2CCCCC2)cc1 (centres undefined),-7,14,-3,16,-5,2,-7,25,3,-4,-6
Cc1nc2oc3ccc(F)cc3c(=O)c2cc1C(=O)O,7,-10,0,-33,-55,-31,6,-53,2,7,-24
Cc1cccc(NC(=O)C2NC(=O)CC2c2ccccc2)c1C (centres undefined),-8,0,1,-12,-9,-9,3,-8,-11,10,-4
CCN(CC)S(=O)(=O)c1ccc(C(=O)NC2=NCCS2)cc1,-5,6,-15,12,4,14,1,-5,5,0,-14
COc1cc(NC(=O)CSc2nnnn2Cc2ccc3c(c2)OCO3)cc(OC)c1,6,-3,3,7,-1,-18,-9,7,-8,5,9
Oc1ccc(NC(=S)Nc2ccc(O)cc2)cc1,-3,-4,8,6,-8,-51,-7,0,8,0,10
COc1ccc(Cl)cc1NC(=O)CN(C)C(=O)C1CC(=O)N(Cc2ccc(C)cc2)C1 (centres undefined),-3,-6,3,11,-14,2,0,-2,7,-2,1
O=C(C1CCN(S(=O)(=O)N2CCCCC2)CC1)N1CCCCC1,-6,-16,56*,3,-6,2,-1,3,6,10,7
CCn1c(SCC(=O)Nc2ccc(NC(C)=O)cc2)nnc1C1CC1,-3,1,-6,21,1,-9,0,3,-14,-5,15
COc1ccc(CCN2CC(C(=O)NCCc3ccccc3)CC2=O)cc1OC (centres undefined),0,0,-10,-24,-30,-29,2,-33,-10,-11,-13
CCc1cc2c3c(c(=O)oc2cc1OC(C)C(=O)O)CCCC3 (centres undefined),3,-16,1,19,9,-16,4,10,7,-13,1
COc1ccc(NC2CCCN(C(=O)CCC3=NNC(=O)CC3)C2)cc1 (centres undefined),-2,-6,-6,0,1,0,-4,-25,-9,7,-13
CCOc1cc(-c2noc(CCC(=O)N3CCOCC3)n2)ccc1OC,-1,-3,-1,4,-2,-1,-18,-33,-6,-9,-8
O=C(COC(=O)c1ccc(Sc2ccccc2)c([N+](=O)[O-])c1)NC1CCS(=O)(=O)C1 (centres undefined),5,-4,2,2,4,3,4,-41,1,-2,11
Cc1ccc2nc(C(Cl)(Cl)Cl)nc(N/N=C/c3ccc([N+](=O)[O-])cc3)c2c1,-4,14,0,8,26,5,-1,-2,42,-1,1
COc1ccc(N2CCN(S(=O)(=O)CCNC(=O)c3cc(=O)c4ccccc4o3)CC2)cc1,5,-10,-1,-21,12,-26,-36,-13,0,3,-13
CNC(=O)c1ccccc1NC(=O)c1c(O)c2c([nH]c1=O)CCCC2,3,8,-10,-27,5,-6,-4,-17,15,-3,-8
O=Cc1ccc(Sc2nnc(-c3ccccc3)o2)c([N+](=O)[O-])c1,5,13,9,2,-1,11,-1,.,-21,.,3
COc1ccc(CNC(=O)CCCNS(=O)(=O)c2cccc3nonc23)cc1,3,7,-9,21,4,-1,-6,9,-11,-6,6
O=S(=O)(NCCSc1ccccn1)c1ccc(Br)cc1,13,-2,12,-4,-16,2,2,-1,18,12,5
CC(C)OC(=O)c1cc(NC(=O)C2C3C=CC(O3)C2C(=O)O)cc(C(=O)OC(C)C)c1 (centres undefined),-1,-2,3,-7,-9,16,-11,-7,3,9,6
CCOc1ccc(NS(=O)(=O)c2cnc(Cl)c(Cl)c2)cc1,-1,-8,5,8,29,2,-1,0,53*,16,17
CC1(C)CCCC2=C1CC1C(=O)N(O)C(=O)C1C2 (centres undefined),-6,3,-3,19,14,-1,-1,-28,13,-6,11
NC(=O)Nc1ccc(C(=O)OCC(=O)Nc2ccc(Cl)cn2)cc1,-16,12,9,12,-6,1,1,1,8,-6,14
CC(CC(=O)Nc1ccncc1)c1ccccc1 (centres undefined),-5,-10,1,-5,3,-10,-8,0,-6,18,-6
CNC(=O)C[C@H]1C(=O)N(c2ccc(OC)cc2)C[C@@H]1CSC,1,-7,-2,-4,-5,5,8,-2,4,-7,-5
CC(Sc1nnc(-c2cccs2)n1-c1ccccc1)C(=O)NCc1ccco1 (centres undefined),1,6,-3,-17,-43,-11,-5,-14,6,9,-7
O=C(NCc1ccccn1)c1cccc(S(=O)(=O)N2CCCCC2)c1,-5,-11,-4,-5,-22,-16,1,-12,-15,9,-5
COc1cccc(C(=O)N2CCC(O)(c3cccnc3)CC2)c1,9,-1,6,20,12,1,3,0,-2,-10,3
CCC(=O)c1ccc(OCC(=O)OCC(=O)NCCCc2ccccc2)cc1,2,8,4,-21,-2,12,2,-4,3,18,-2
Cc1ccc(NC(=O)CCc2nc3sc4c(c3c(=O)[nH]2)CCCC4)nc1,2,-4,5,3,13,-6,8,.,12,.,-19
COc1cc(C(=O)N(CCCO)Cc2cc3ccc(C)c(C)c3[nH]c2=O)cc(OC)c1OC,-2,11,5,-1,-1,3,2,-9,-4,-7,-5
Oc1ccc(-c2csc(-c3cccnc3)n2)c(O)c1,5,24,2,-83,-30,-74,10,9,54*,-14,-55
O=C(COc1ccc2ccccc2c1)NNC(=O)c1cccs1,2,22,-9,3,10,1,8,-24,-1,-5,4
OC(CNCc1ccco1)Cn1c2ccc(Br)cc2c2cc(Br)ccc21 (centres undefined),-3,22,-51,-2,-10,-4,11,-11,5,-4,-1
CCOC(=O)C1=C(C)NC(C)=C(C(=O)OCC)C1c1cc2ccc(C)cc2[nH]c1=O,7,-15,5,30,-29,-3,-8,2,20,12,-4
Cc1cc(C)cc(C(=O)NCC(=O)OCc2cc([N+](=O)[O-])cc3c2OCOC3)c1,-10,-3,-8,25,18,9,-6,-10,3,8,3
CCCOc1ccc(C(CC(=O)O)NC(=O)Cc2ccccc2)cc1 (centres undefined),-6,-3,2,-11,9,0,-9,5,24,5,14
Cc1cc(C(F)(F)F)n(-c2nc(C(=O)O)cs2)n1,-2,-3,-5,5,4,9,-2,1,21,-20,-17
O=C1CN(C(=O)COc2ccc(Br)cc2F)c2ccccc2N1,-3,3,-2,-7,-25,-18,5,-25,4,8,7
CCC(=O)N1CCC1(C)C(=O)Nc1cccc(OC)c1OC (centres undefined),.,-3,.,0,-7,-5,-1,-12,-13,-9,-1
COc1ccc(-n2c(CNC(=O)c3cc(OC)c(OC)c(OC)c3)n[nH]c2=S)cc1,-4,8,-7,-5,16,-10,3,-6,9,-13,-9
COC(=O)/C(=N/Nc1ccccc1C)Sc1nnc(C(O)c2ccccc2)n1-c1ccccc1 (centres undefined),6,-10,11,19,6,-6,2,-2,-1,11,-1
Cc1c(NC(=O)Nc2ccccc2Cl)c(=O)n(-c2ccccc2)n1C,-2,2,2,-5,-9,9,0,-1,5,6,-18
CNC(=S)N/N=C1\C(=O)c2cccc3cccc1c23,11,-5,-27,25,-62,-8,-10,-53,97*,-18,-14
O=C(/C=C/[C@H]1O[C@@H](n2ccc(=O)[nH]c2=O)[C@H](O)[C@@H]1O)N1CCN(Cc2ccc(F)cc2)CC1,.,-9,.,-14,-3,4,-15,27,2,4,-11
COc1ccc(OC)c(CNC(=O)CCn2nc(C)c3c(C)n(-c4ccccc4)nc3c2=O)c1,-5,-6,-4,4,-4,-18,4,-29,-12,17,-9
CC(Sc1ccc(Cl)cc1)C(=O)NCc1cccnc1 (centres undefined),-1,-3,-4,-8,14,-2,-1,-5,12,0,12
CN(C)CCCN1C(=O)C(O)=C(C(=O)c2cc3ccccc3o2)C1c1ccccc1 (centres undefined),3,-27,-11,11,-18,-23,5,-12,0,2,-6
CCN(CC(=O)Nc1c(F)cccc1F)C(=O)/C=C/c1ccc(C)cc1,-7,1,-23,-77,-45,-37,-5,-53,2,-19,-49
Cc1ccc(OCCCC(=O)N(C)CC(=O)Nc2ccccc2Br)cc1,1,8,0,-6,-9,-16,-12,-2,-1,0,10
CCCS(=O)(=O)N1CCCC(C(=O)NCCCN(C)c2ccccc2)C1 (centres undefined),-1,-4,0,8,14,8,-6,-7,9,-1,5
C=CCN(c1ccc(C(=O)N2CCN(c3ccc(F)cc3)CC2)cc1)S(C)(=O)=O,4,7,6,8,5,-11,1,-28,2,11,5
C/C(=N\NC(=O)c1ccc(-n2cnnn2)cc1)c1ccc(Cl)cc1,-7,-2,1,22,0,9,4,-6,6,-31,3
CNc1ccc(S(=O)(=O)NCC(=O)NCCCc2ccccc2)cc1[N+](=O)[O-],8,-8,5,-6,14,-15,-3,19,10,4,2

# Structures above with a Cl atom (7):
SMILES,TLR9-MyD88 block,TRAIL sens C8,EBV LMP1 NFkB,LRH-1 inv ag,TROY signal inh,SRC1 inh,NOD2 RIPK2 PPI,NCOA2 inhibitor,TWEAK Fn14 block,COUP-TFII inh,SRC3 inh
COc1ccc(Cl)cc1NC(=O)CN(C)C(=O)C1CC(=O)N(Cc2ccc(C)cc2)C1 (centres undefined),-3,-6,3,11,-14,2,0,-2,7,-2,1
Cc1ccc2nc(C(Cl)(Cl)Cl)nc(N/N=C/c3ccc([N+](=O)[O-])cc3)c2c1,-4,14,0,8,26,5,-1,-2,42,-1,1
CCOc1ccc(NS(=O)(=O)c2cnc(Cl)c(Cl)c2)cc1,-1,-8,5,8,29,2,-1,0,53*,16,17
NC(=O)Nc1ccc(C(=O)OCC(=O)Nc2ccc(Cl)cn2)cc1,-16,12,9,12,-6,1,1,1,8,-6,14
Cc1c(NC(=O)Nc2ccccc2Cl)c(=O)n(-c2ccccc2)n1C,-2,2,2,-5,-9,9,0,-1,5,6,-18
CC(Sc1ccc(Cl)cc1)C(=O)NCc1cccnc1 (centres undefined),-1,-3,-4,-8,14,-2,-1,-5,12,0,12
C/C(=N\NC(=O)c1ccc(-n2cnnn2)cc1)c1ccc(Cl)cc1,-7,-2,1,22,0,9,4,-6,6,-31,3
